HEK293 NOD2/NF-kB – NOD2 signaling inhibitors, cell-based, luminescence, uHTS, HEK293 (AID 1566); HEK293 NOD2/NF-kB luciferase reporter, luminescence; higher % means a stronger effect; inhibition, % at 4 µM; hits with a dose series show EC50 in µM; actives 0.63% (n = 290,000); also: many of its hits are not listed in these tables
HIV fusion peptide – inhibitors of HIV fusion peptide binding, primary screen, biochemical, uHTS, fluorescence dequenching (AID 1986); cell-free peptide binding, fluorescence dequenching, 30 min; higher % means a stronger effect; one-dose inhibition, % at 20 µM; IC50 in µM for titrated hits; actives 0.3% (n = 290,000); in the data active = inhibition mostly above about 52%, no sharp cut-off; inactive = mostly below about 76%; also: some results filed as inactive read as strong as hits
XIAP displacement – XIAP antagonists, biochemical, IAP family, fluorescence polarization (AID 1018); E3 ubiquitin-protein ligase XIAP (Homo sapiens); XIAP BIR domain, fluorescence polarization peptide displacement; higher % means a stronger effect; one-dose displacement, % at 20 µM; IC50 in µM for titrated hits; actives 0.007% (n = 200,000); in the data active = displacement above about 50%; also: a part of the inactive calls stands beside numbers as strong as those of hits
Myeloid diff MLP – induction of myeloid progenitor differentiation, primary screen, cell-based, flow cytometry, MLPCN library | actives 1% (n = 360,000) | AID 624256, 2012 | ER-HoxA9 myeloid progenitors, lysozyme-GFP differentiation | calls only at 10 µM;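 active = normalized GFP-positive differentiation at or above the plate's own cutoff, the solvent-only control mean plus 3 SD; inconclusive = no clear call, values can overlap the other calls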;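 also: cells exposed to compound for four days before flow analysis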
Hep lipid drop – inhibitors of hepatocyte lipid droplet formation, primary screen, imaging, high-throughput imaging, BODIPY stain | AML12 mouse hepatocytes, oleate lipid droplets | inhibition, % at 6.5 µM | actives 0.4% (n = 240,000);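 active = lipid droplet intensity inhibited by at least 50%, with more than 500 cells counted; inconclusive = wells with under 300 cells, treated as cytotoxic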
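System: AML12 hepatocytes (mouse). Probe or stimulus: oleic acid at 100 µM to induce lipid droplet formation. Times: overnight treatment with compound plus oleate. Detection: Image-based BODIPY and DAPI two-channel analysis. Evaluation: percent inhibition of filter-corrected integrated lipid droplet intensity per well.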
SIAH1 antagonists – Siah-1 peptide-binding antagonists, primary screen, biochemical, fluorescence polarization, rhodamine-plectin, uHTS (AID 1817). Siah-1 / rhodamine-plectin peptide fluorescence polarization; higher % means a stronger effect. E3 ubiquitin-protein ligase SIAH1 (Homo sapiens). actives 0.02% (n = 290,000). one-dose displacement, % at 20 µM; IC50 in µM for titrated hits;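 active = displacement of at least 50% at 20 µM, with a fluorescence ratio check between 0.3 and a set limit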;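 also: plate controls were Siah plus tracer with DMSO for no effect and tracer alone without Siah for full effect; strong numbers were not always called active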
AID2073 – inhibitors of Mint1-CaV2.2 protein interaction, biochemical, HTRF (AID 2073); HTRF protein-protein interaction, Mint1-CaV2.2; higher % means a stronger effect; inhibition, % at 20 µM, or IC50 in µM where a hit was titrated; actives 0.19% (n = 290,000); in the data active = inhibition mostly above about 51%, no sharp cut-off; inconclusive = no clear call, values can overlap the other calls; inactive = mostly below about 53%; also: some results filed as inactive read as strong as hits
LYP phosphatase – inhibitors of LYP phosphatase, biochemical, fluorescence intensity, uHTS (AID 1779); actives 0.054% (n = 290,000); inhibition, % at 11.5 µM, or IC50 in µM where a hit was titrated; recombinant LYP phosphatase, fluorescence intensity; higher % means a stronger effect; Tyrosine-protein phosphatase non-receptor type 22 (Homo sapiens);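 also: plate controls were vehicle with enzyme for no effect and no enzyme for full effect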
Dengue-2 NS5 capping – Dengue-2 NS5 methyltransferase inhibitors, primary screen, biochemical, confirmation dose response (AID 588689) | Genome polyprotein (Dengue virus type 2 (strain 16681-PDK53)) | actives 0.3% (n = 340,000) | inhibition, % at 25 µM; hits with a dose series show IC50 in µM | Dengue-2 NS5 methyltransferase capping enzyme assay, biochemical; higher % means a stronger effect; in the data active = a potency from the dose series; inconclusive = inhibition above about 29% without an active follow-up result
Hep lipid drop cells 6.5 µM – second read-out of Hep lipid drop, no call of its own (marks repeat the call); cell count; measured here: cell count, cytotoxicity flag;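 cells counted across two imaged fields per well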
Dengue-2 NS5 capping pilot replicate – also measured in Dengue-2 NS5 capping; calls as there; inhibition, %; measured here: pilot screen replicate inhibition
Myeloid diff MLP GFP+ MAC1+ % – second read-out of Myeloid diff MLP, no call of its own (marks repeat the call); GFP+ MAC1+ double positive, %; measured here: differentiation confirmed by MAC1 staining
Starred values were filed as active, the others as inactive; i = inactive; ? = inconclusive; . = not tested or not shown. Rule as the data show it, unless noted: active = inhibition above about 50%; inactive = the rest. The list is partial. The share of hits here may be higher or lower than overall.

SMILES	HEK293 NOD2/NF-kB	HIV fusion peptide	XIAP displacement	Myeloid diff MLP	Myeloid diff MLP GFP+ MAC1+ %	Hep lipid drop	Hep lipid drop cells 6.5 µM	SIAH1 antagonists	AID2073	LYP phosphatase	Dengue-2 NS5 capping	others
O=C(NNc1c2ccccc2nc2ccccc12)c1ccccc1O	-31%	-11%	-9.7%	i	0.7	24	666	5%	9%	0%	-15%
O=S(=O)(NCc1ccccn1)c1cc(OCC(F)(F)F)ccc1OCC(F)(F)F	-10%	-0.6%	.	i	0.3	12	841	18%	-9%	-8%	-1%
C[C@@H](C(=O)NCC1CC1)[C@@H]1C[C@@]1(C)[C@@H](NC(=O)OCc1ccccc1)c1ccccc1	6%	-1.8%	-5.1%	i	1.2	-18	666	-3%	-4%	-2%	-8%
Cc1ccc(OCc2cc(C(=O)NCC(C)c3ccccc3)no2)cc1C (centres undefined)	24%	0.2%	.	i	0.4	8	724	-5%	2%	-6%	-8%
Cc1ccc(S(=O)(=O)N2CCN3CCCC3C2)cc1 (centres undefined)	17%	0.3%	.	i	0.5	2	827	-4%	10%	-4%	.
CC(C)CC(C(=O)N1CCOCC1)N1Cc2ccccc2C1=O (centres undefined)	7%	-1.9%	-4.5%	i	0.4	-1	688	0%	-3%	-6%	2%
Cc1cc(OCC(=O)C(C)(C)C)c2c(-c3ccccc3)cc(=O)oc2c1	-4%	0.5%	.	i	0.6	-14	404	11%	38%	-1%	-3%
Cc1onc(-c2ccccc2)c1C(=O)N/N=C/c1ccc(Br)cc1	-2%	0.8%	.	i	1.0	-21	669	-6%	-4%	-6%	-4%
Cc1cc(C(C)(C)C)cc(C)c1N	17%	-1.9%	-0.7%	i	2.6	14	619	-4%	-8%	-6%	-5%
COc1ccc(S(=O)(=O)N2CCc3ccccc32)cc1C(=O)O	5%	-0.4%	.	i	0.3	3	784	14%	11%	-12%	-3%	Dengue-2 NS5 capping pilot replicate=0.9
CC(=O)Oc1ccc(-c2ccc(C(=O)OCC(=O)N(C)CC(=O)Nc3ccccc3Cl)cc2)cc1	-1%	2.1%	.	i	0.6	-2	657	6%	2%	-5%	-2%
Fc1ccccc1-c1csc(=Nc2cccnc2)n1CC1CCCO1 (centres undefined)	15%	-0.2%	-5.0%	i	0.3	-12	697	-6%	-15%	-6%	-7%
c1ccc(Nc2nc(NCC3CCCO3)c3ccccc3n2)cc1 (centres undefined)	16%	-0.2%	-3.9%	i	0.5	11	704	3%	-1%	-2%	10%
O=C(NC1CCCCC1)n1c(=O)oc2ccc(Cl)cc21	-6%	-0.1%	-1.7%	i	0.7	-11	677	-4%	1%	-9%	1%
CCSc1nnc(NC(=O)C2CCN(S(=O)(=O)c3cc(C(F)(F)F)ccc3Cl)CC2)s1	-32%	-1.0%	-2.3%	i	0.7	13	646	5%	2%	-2%	-8%
Cn1nc(C(F)(F)F)c(-c2ccc(Br)cc2)c1NC(=O)c1nccnc1C(=O)O	6%	-2.5%	.	i	0.3	-1	672	-2%	0%	-5%	3%
COc1cccc(CNC(=O)CCC2CCCN(C(=O)Cc3ccccc3F)C2)c1 (centres undefined)	7%	-1.1%	-9.1%	i	1.1	-20	604	4%	-1%	-6%	-1%
CC1(C)OC(C(N)=O)C(C(N)=O)O1 (centres undefined)	12%	-2.8%	1.3%	i	0.8	.	.	-2%	-6%	0%	-5%
Cc1nc2sc(C(c3cccc(F)c3)N3CCC(O)CC3)c(O)n2n1 (centres undefined)	4%	-2.7%	-0.1%	i	0.5	.	.	-2%	3%	-3%	-10%
Cc1cc(C)c(C#N)c(SCc2ccc(C#N)cc2)n1	-13%	3.0%	-5.6%	i	0.3	-15	722	1%	12%	3%	6%
CC(C)CCNC(=O)C(=O)Nc1cc2c3c(c1)CCC(=O)N3CCC2	-5%	0.3%	.	i	0.8	2	763	0%	1%	-12%	-6%
COCCN(C(=O)Nc1ccc(OC)cc1)c1nc2ccccc2s1	9%	-0.7%	.	i	1.2	5	863	0%	5%	-4%	-1%
Clc1ccc(-c2cn(-c3ccccc3)c3[n+]2CCS3)cc1	15%	-0.4%	-7.1%	.	.	3	725	-4%	-14%	-10%	-1%
O=C(Nc1cccc(Cl)c1N1CCOCC1)c1cc([N+](=O)[O-])ccc1N1CCOCC1	0%	-1.1%	.	i	2.0	-10	809	-1%	-11%	5%	0%
O=C(CN1CCN(S(=O)(=O)c2ccc(Cl)cc2)CC1)NC(=O)NC1CCCCC1	15%	-1.8%	-3.4%	i	0.3	14	815	0%	-1%	-6%	-5%

Gathered by group: those above with a tert-butyl group
SMILES	HEK293 NOD2/NF-kB	HIV fusion peptide	XIAP displacement	Myeloid diff MLP	Myeloid diff MLP GFP+ MAC1+ %	Hep lipid drop	Hep lipid drop cells 6.5 µM	SIAH1 antagonists	AID2073	LYP phosphatase	Dengue-2 NS5 capping	others
Cc1cc(OCC(=O)C(C)(C)C)c2c(-c3ccccc3)cc(=O)oc2c1	-4%	0.5%	.	i	0.6	-14	404	11%	38%	-1%	-3%
Cc1cc(C(C)(C)C)cc(C)c1N	17%	-1.9%	-0.7%	i	2.6	14	619	-4%	-8%	-6%	-5%

Back to the main list; the two compounds before the break are reprinted first.
SMILES	HEK293 NOD2/NF-kB	HIV fusion peptide	XIAP displacement	Myeloid diff MLP	Myeloid diff MLP GFP+ MAC1+ %	Hep lipid drop	Hep lipid drop cells 6.5 µM	SIAH1 antagonists	AID2073	LYP phosphatase	Dengue-2 NS5 capping	others
O=C(Nc1cccc(Cl)c1N1CCOCC1)c1cc([N+](=O)[O-])ccc1N1CCOCC1	0%	-1.1%	.	i	2.0	-10	809	-1%	-11%	5%	0%
O=C(CN1CCN(S(=O)(=O)c2ccc(Cl)cc2)CC1)NC(=O)NC1CCCCC1	15%	-1.8%	-3.4%	i	0.3	14	815	0%	-1%	-6%	-5%
CCOc1ncccc1C(=O)OCC(=O)N1CCN(S(=O)(=O)c2ccc(Cl)cc2)CC1	11%	0.2%	-6.4%	i	0.6	.	.	-2%	4%	-6%	-6%
O=C(NC1CC2CCC(C1)N2Cc1ccccc1)c1ccccc1Br (centres undefined)	16%	1.2%	.	i	0.5	4	884	-2%	-8%	-12%	-1%	Dengue-2 NS5 capping pilot replicate=3.0
C/C(CC(C)C)=N\Oc1nc(C)cc(C)n1	-5%	0.2%	.	i	0.5	-62	585	0%	-6%	-5%	.
O=C(CNC(=O)c1ccc(Cl)cc1Cl)NCC1CCCO1 (centres undefined)	-15%	1.1%	.	i	2.3	-7	706	1%	2%	-12%	-1%
Cc1ccc(S(=O)(=O)/N=C2/C=C(Sc3ncn[nH]3)C(=O)c3ccccc32)cc1	24%	19%	-5.7%	?	.	-29	533	29%	36%	3%	?
CCc1nn2c(=O)cc(CSc3nc(C)cc(=O)[nH]3)nc2s1	4%	-1.9%	-2.3%	i	2.8	.	.	1%	-2%	2%	0%
CCCCOc1ccc([N+](=O)[O-])cc1C(=O)O	12%	2.3%	-5.6%	i	0.1	4	650	3%	14%	-11%	4%
Cc1cccc2cc(C#N)c(NCCNC(=O)NC3CCCCC3)nc12	5%	0.0%	-5.9%	i	0.6	-1	688	2%	14%	-3%	1%
CC(=O)Nc1ccccc1C(=O)N1CC2(C)CC1CC(C)(C)C2 (centres undefined)	-6%	-1.0%	-5.3%	i	0.2	-2	744	1%	1%	-3%	-7%
CCCCNC(=S)N1CCn2cccc2C1c1ccccc1 (centres undefined)	-1%	1.2%	-18%	i	0.3	-6	738	-3%	-9%	0%	-3%
Cn1cccc1Cc1nnc(SCC(=O)N2CCOCC2)n1-c1ccc(F)cc1	7%	1.3%	-3.1%	i	2.6	-10	579	3%	-9%	-6%	-1%
COCCCNC(=O)c1sc2ncnc(N3CCc4ccccc4C3)c2c1C	.	-3.4%	-16%	i	7.6	-119	735	-1%	3%	-3%	4%
CCO[C@H]1OC(C(=O)Nc2ccccc2)=C[C@@H](c2csc3ccccc23)[C@@H]1CCCO	-7%	0.9%	-1.6%	i	1.4	10	630	-2%	4%	1%	2%
CCc1ccc2nc(N(CCCN(C)C)C(=O)c3ccc(S(=O)(=O)N4CCCc5ccccc54)cc3)sc2c1	4%	-1.7%	.	i	1.5	6	830	-2%	-4%	-10%	-8%
COC(=O)CCNC(=O)c1ccc2[nH]c(C)c(C)c2c1	13%	-0.1%	-0.7%	i	3.3	-3	710	9%	8%	-6%	1%
CC(=O)c1cn(CC(=O)Nc2ccc(C)cc2C)c2ccccc12	19%	1.1%	-0.9%	i	1.2	-31	711	4%	3%	-4%	-2%
COc1ccc(CSc2nncn2C)cc1F	-5%	-1.3%	-6.2%	i	0.0	0	677	13%	10%	-5%	-1%
Cc1ccc(NC(=O)NNC(=O)c2cc3ccccc3cc2O)c(C)c1	3%	4.3%	.	i	0.9	-1	820	0%	22%	-8%	7%
O=C(CN1C(=O)c2ccccc2C1=O)N(CCO)Cc1ccccc1	-1%	2.1%	.	i	0.4	-21	776	0%	6%	-4%	-6%
COc1ccccc1NC(=O)CCC(=O)OCc1ccc(Br)cc1	4%	-1.2%	-5.0%	i	1.2	9	724	1%	-6%	-2%	-7%
CCNC(=O)/C(C#N)=C/c1c(N2CCN(c3ccc(OC)cc3)CC2)nc2c(C)cccn2c1=O	.	-1.0%	.	i	0.5	0	848	2%	-7%	-3%	6%
Cc1[nH]nc(SCC(=O)NCc2ccc(F)cc2)c1[N+](=O)[O-]	9%	1.8%	-3.8%	i	0.3	8	672	-4%	?	3%	-8%
COc1ccc(-c2[nH]ncc2CN2CCC(OCc3ccccn3)CC2)c(F)c1	4%	-2.3%	.	i	0.9	16	711	2%	-10%	-4%	-2%
Cc1ccccc1C(=O)N=c1c(C#N)cc2c(=O)n3cccc(C)c3nc2n1Cc1ccco1	-2%	1.4%	-3.8%	.	.	15	821	-4%	10%	-13%	.
CCNC(=O)CSc1nc(-c2ccc(F)cc2)cs1	-14%	1.5%	-11%	i	1.0	-7	728	0%	-13%	-4%	-11%
CC1C/C(=C/c2cccs2)C(=O)/C(=C/c2cccs2)C1 (centres undefined)	9%	68%*	-4.4%	i	0.0	12	773	11%	55%	13%	-2%
O=C(NC1CCCC1)C(c1cccnc1)N(C(=O)c1ccco1)c1cccc(F)c1 (centres undefined)	-6%	1.6%	.	i	2.1	4	772	-1%	-1%	-10%	4%
CC1Cc2cc(/C(O)=C3\C(=O)C(=O)N(CCN(C)C)C3c3ccccc3F)ccc2O1 (centres undefined)	3%	-0.4%	-6.3%	i	1.4	5	695	-1%	-5%	0%	-6%

Screening results: PubChem, several laboratories
